Screens (PubChem BioAssay)
14-3-3 Bad PPI: disrupts binding of bovine 14-3-3 zeta to phospho-Bad peptide; P63103; TR-FRET 14-3-3zeta/Dy647-pBad peptide displacement, 1 h; inhibition, % at 21.7 µM; actives 0.71% (n = 220,000);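 active means inhibition above about 70%, limit read from the data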;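 further: 0% = full 14-3-3 plus peptide FRET controls and 100% = background without 14-3-3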
Target sequence (P63103 whole entry, looked up): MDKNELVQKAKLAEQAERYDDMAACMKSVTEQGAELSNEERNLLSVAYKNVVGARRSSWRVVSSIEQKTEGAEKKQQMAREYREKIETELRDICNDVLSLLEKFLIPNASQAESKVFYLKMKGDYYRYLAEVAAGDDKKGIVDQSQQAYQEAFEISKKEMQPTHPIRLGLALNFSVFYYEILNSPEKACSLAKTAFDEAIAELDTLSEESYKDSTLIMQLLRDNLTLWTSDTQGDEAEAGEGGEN
Runt-SMMHC FRET: blocks binding of human RUNX1 Runt domain to CBFb-SMMHC; actives 0.74% (n = 220,000); AID 1434; Q01196+Q13951; inhibition, % at 20 µM; Cerulean-Runt/Venus-CBFb-SMMHC FRET ratio 530/480, 1 h;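 active means mean inhibition across duplicate retests at 20 µM reaching about 50%, limit read from the data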;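 further: 0% = DMSO wells and 100% = wells with excess untagged CBFb-SMMHC; inhibitors lower the FRET ratio by blocking Runt binding to CBFb-SMMHC; some results filed as inactive read as strong as hits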
FXIIa inh 1536: blocks human coagulation factor XIIa protease activity. inhibition, % at 5 µM. purified FXIIa, Boc-QGR-AMC fluorogenic substrate, 2 h. P00748. actives 0.3% (n = 220,000); in the data active means inhibition above about 40%;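 further: 0% = enzyme with no compound and 100% = blank without enzyme; many of its hits are not listed in these tables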
FXIa inh: factor XIa (human) inhibition; inhibition, % at 5 µM; purified FXIa, Boc-Glu-Ala-Arg-AMC fluorogenic substrate; AID 798; P03951; actives 0.14% (n = 220,000);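 active means inhibition of at least 40%; inactive means inhibition below 40%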;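 further: fluorescence of freed AMC excited at 355 nm; 0% = enzyme without compound and 100% = no enzyme blank; many of its hits are not listed in these tables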
KLK5 inh: blocks human kallikrein 5 protease activity; Q9Y337; recombinant hK5, fluorogenic AMC substrate cleavage; inhibition, % at 5 µM; actives 0.59% (n = 210,000); AID 873;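 active means inhibition of 40% or more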;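 further: 0% = enzyme controls without compound and 100% = no-enzyme blanks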
Wee1 degr inh: inhibitors of human Wee1 degradation; P30291; HeLa Luc-Wee1K328M stability, luciferase luminescence; 100% = proteasome inhibitor MG132 effect; reporter increase, % at 5 µM; actives 1.2% (n = 220,000); AID 1321;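 active means activation above the mean of all tested compounds plus 3 SD, set per screening run, cut at about 8.8% in these data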;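 further: cells exposed to compound for 20 h before luminescence read; 0% = DMSO alone and 100% = MG132 at 30 µM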
Target sequence (P30291 whole entry K328M): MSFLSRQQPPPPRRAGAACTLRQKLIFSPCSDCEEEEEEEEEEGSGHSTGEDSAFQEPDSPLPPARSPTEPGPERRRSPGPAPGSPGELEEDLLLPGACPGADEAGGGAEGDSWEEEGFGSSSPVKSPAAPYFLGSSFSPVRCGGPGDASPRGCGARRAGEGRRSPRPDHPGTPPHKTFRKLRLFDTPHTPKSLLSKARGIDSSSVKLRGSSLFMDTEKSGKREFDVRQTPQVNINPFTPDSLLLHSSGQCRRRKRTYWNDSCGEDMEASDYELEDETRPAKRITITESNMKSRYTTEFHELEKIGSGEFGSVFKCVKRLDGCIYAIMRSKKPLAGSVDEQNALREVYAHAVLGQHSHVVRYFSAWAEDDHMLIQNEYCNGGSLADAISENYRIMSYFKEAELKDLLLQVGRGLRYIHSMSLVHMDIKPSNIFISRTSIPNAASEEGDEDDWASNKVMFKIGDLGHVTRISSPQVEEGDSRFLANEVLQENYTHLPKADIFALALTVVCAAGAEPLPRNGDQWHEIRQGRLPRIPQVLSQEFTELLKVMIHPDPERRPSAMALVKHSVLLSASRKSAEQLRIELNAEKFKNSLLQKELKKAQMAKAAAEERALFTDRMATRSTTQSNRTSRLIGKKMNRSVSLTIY
Hck Nef HTS: human Hck-Nef kinase inhibition | P08631 | Recombinant Hck-YEEI plus Nef, Z-Lyte FRET kinase assay | inhibition, % at 20 µM | actives 0.68% (n = 220,000) | AID 463187;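 active means Hck-Nef kinase inhibition above about 50%, limit read from the data; inactive means inhibition below that limit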;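 further: 0% = DMSO with Hck plus Nef and 100% = Hck alone without Nef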
Thrombin inh: blocks human thrombin protease activity. alpha-thrombin, Boc-VPR-AMC fluorogenic substrate cleavage. actives 0.26% (n = 220,000). P00734. inhibition, % at 5 µM;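 active means inhibition at or above 40%; inactive means inhibition below 40%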;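 further: 0% = enzyme with no compound and 100% = wells without enzyme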
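Test system: human alpha-thrombin protein / Dosing: one concentration per compound, 5 µM, with 0.2% DMSO / Medium: pH 7.5 Tris-saline with Tween 20 / Benchmarks: no-compound enzyme wells and no-enzyme blanks / Read-out basis: percent inhibition of thrombin substrate cleavage / Timing: reaction at room temperature / Measured by: fluorescence, ex 355 nm, em 460 nm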
Runt-CBFb FRET: blocks binding of human RUNX1 Runt domain to CBFb | inhibition, % at 20 µM | AID 1496 | Cerulean-Runt/Venus-CBFb FRET ratio 530/480, 1 h | actives 0.46% (n = 220,000);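 active means inhibition over about 50% at 20 µM in the single-dose screen, limit read from the data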;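 further: 0% = DMSO wells and 100% = excess unlabeled CBFb competitor control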
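Buffer or medium: Tris pH 7.5 buffer with BSA. Assay system: Cerulean-labeled Runt domain protein. Amount: each fluorescent fusion protein 100 nM. Read-out basis: loss of energy transfer signal. Incubation: 1 h compound exposure, room temperature. Probe or stimulus: Venus-CBFb binding partner, 100 nM. Detection: FRET, excitation 422 nm, emission at 530 and 480 nm.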
Starred values were filed as active, the others as inactive; x = no result given; + = active, no number; [ ] = another dose, or the depositor's remark.

compound	14-3-3 Bad PPI	Runt-SMMHC FRET	FXIIa inh 1536	FXIa inh	KLK5 inh	Wee1 degr inh	Hck Nef HTS	Thrombin inh	Runt-CBFb FRET
O=C(C1CC(Cl)CN1S(=O)(=O)c1ccc(Cl)cc1)N1CCOCC1 (centres undefined)	-3	-1	1	-3	-4	1	-17	-7	-1
Cc1cnc(C(=O)OCC(=O)c2cc(C)n(C)c2C)cn1	0	-4	2	-6	-2	3	-11	-6	-1
CN(C(=O)COC(=O)c1sc2ccccc2c1Cl)C1CCCCC1	6	-3	14	6	-12	2	6	0	-2
O=c1n(Cc2ccccc2)c2cc(Cl)cnc2n1Cc1ccccc1	7[fluorescence artefact?]	-3	11	3	-22	-4	-1	4	-1
CC(=O)c1cccc(N(C(=O)CS(=O)CC(=O)Nc2ccc(F)cc2)C(C(=O)NC2CCCCC2)c2ccc(C)o2)c1 (centres undefined)	-19[fluorescence artefact?]	-2	12	5	2	2	1	3	-5
COC(=O)c1cn(NC(=O)Cc2cccc(C(F)(F)F)c2)c(=O)c2ccccc12	-16	4	12	2	2	-1	21	-1	-1
COc1ccc(C(=O)/C=C/c2cc(C(=O)O)cc3c2OCOC3)c(O)c1	7	-6	3	2	7	1	21	0	3
CCOc1cc(C(=O)Nc2cc(C)ccn2)cc(OCC)c1OCC	x	-5	15	6	6	1	2	3	-6
CC(=O)Nc1ccc(S(=O)(=O)NCC(CCC(=O)O)C(F)(F)F)cc1 (centres undefined)	0	-1	5	-9	-6	1	16	-21	0
CCOc1ccc(-c2nnc(-c3ccco3)o2)cc1OCC	-6	3	11	5	0	6	-1	1	-3
CC(C)N(CCNC(=O)c1cn(C)c2ccc(S(=O)(=O)N(C)C)cc2c1=O)Cc1ccccc1	8	-2	19	-7	-5	0	1	-8	-2
Cc1ccc(NC(=O)c2ccc(CSc3ccccn3)cc2)c(O)c1	-15	-4	4	1	-3	-1	17	-5	2
Cc1ccc(S(=O)(=O)NCc2ccc3[nH]c(C)cc3c2)cc1	-7	-16	4	-3	-6	2	18	-10	-9
COc1ccccc1OCC(O)CNCc1ccc2c(c1)OCO2 (centres undefined)	-2	-2	2	-1	-5	3	4	2	0
CCCCN(c1ccccc1)S(=O)(=O)c1cccc2cccnc12	4	-7	7	3	1	-1	16	2	-1
Fc1ccc(CN2CCN(C(=S)NCCc3ccccc3)CC2)c(Cl)c1	-18	2	3	-4	-1	-2	17	-7	-3
COc1cc(C(=O)OCC(=O)Nc2cc(C)on2)cc(OC)c1OC	2	3	7	3	1	0	0	-4	x
CCN1C(=O)C2C(c3ccc(O)c(OC)c3)NC(C)(C(=O)OC)C2C1=O (centres undefined)	-9	-2	1	-9	31	-1	0	-6	-1
Cc1cc2oc(=O)cc(CSc3nc(N)cc(N)n3)c2cc1C	-9[fluorescence artefact?]	0	4	-1	1	2	7	4	1
CCOC(=O)c1ccc(NC(=O)CN2C(=O)NC3(CCCCCC3)C2=O)cc1	-12	0	7	1	5	1	24	-7	-1
Cc1onc(COc2ccccc2O)c1Br	-8	3	14	3	2	7	-1	7	0
O=C(CCc1ccccc1)Nc1ccc(N2CCOCC2)c(Cl)c1	-4[fluorescence artefact?]	-3	14	5	-5	-1	0	-2	-1
CCCCOc1ccc(C(=O)NCC2(c3ccc(OC)cc3)CCOCC2)cc1	14[fluorescence artefact?]	-2	5	8	-7	0	2	-1	-3
CCOC(=O)c1cnn(CCOC(=O)c2ccccc2F)c1NC(=O)c1ccccc1F	0	0	11	8	-14	-2	-4	-2	2
COC(=O)c1ccccc1NC(=O)N1CCN(c2ccc(OC)cc2)CC1	-4	-1	5	-6	-11	3	5	-3	-1
O=c1cc[nH]c2ccc(Cl)cc12	8	-1	11	3	-8	3	-1	-1	3
CN(C)S(=O)(=O)c1ccc(C(=O)N2CCN=C2SCc2ccccc2)cc1	-4	2	8	-1	-9	-3	-14	5	-3
CCN(CC)S(=O)(=O)c1ccc(Cl)nc1	-1	-2	-4	9	-19	-4	-14	3	-1
COc1ccc(C(=O)N2CCN(C3CCN(Cc4ccccc4)CC3)CC2)cc1OC	58[fluorescence artefact?]	3	-11	0	-19	1	-21	-3	0
COc1ccc2c(c1)SC1=NCCS(=O)(=O)N12	-3[fluorescence artefact?]	1	-10	0	-30	-1	1	-12	0
COc1ccc(-c2cn[nH]c2C)cc1	3	1	-5	0	2	-1	11	-8	-1
COc1ccc(NC(=O)C2CCCN2C(=O)Oc2ccccc2)cc1 (centres undefined)	-5	1	4	-2	0	5	18	-8	-1
COc1ccc(-c2ccc(OC)c([C@H]3[C@@H]4C=CCC[C@@]4(C)C(=O)N3Cc3ccccc3)c2)cc1OC	0	-2	33	4	25	x	1	6	-1
Nn1c(Nc2ccc(Cl)cc2)nncc1=O	-3	1	10	2	0	-1	9	0	0
COc1cc(/C=N/NC(=O)/C(=C\c2ccc3c(c2)OCO3)NC(=O)c2ccccc2)ccc1O	-4[fluorescence artefact?]	-7	1	7	11	-4	3	-3	1
C#CCSc1nnc(-c2c[nH]c3ccccc23)n1C	4[fluorescence artefact?]	-2	8	-2	-2	0	-1	-3	0
COc1ccc(C(=O)OCC(=O)Nc2cc(C)on2)c(OC)c1OC	6	-2	x	-2	1	3	-44	-4	2
COc1ccc(N(CC(=O)NCCC2=CCCCC2)S(=O)(=O)c2ccccc2F)cc1	-4	2	18	3	3	6	5	5	2
N#Cc1c(N)nc2c(c1-c1ccc(F)cc1)c(=O)nc1sccn12	8	-5	11	-6	0	-1	14	-13	2
CNc1nc(-c2ccc3c(c2)CCN3C(=O)c2cccc(F)c2)cs1	1	1	7	-3	-2	1	17	-3	16
CCCOc1ccc(C(C)=O)cc1CC(C(N)=O)C(N)=O	12	2	28	19	-6	-2	-20	4	4
N/C(=N\OC(=O)COc1ccccc1)c1ccncc1	-5	-1	15	4	2	2	6	2	0
Cc1nn(CCC#N)c(NC(=O)c2ccccc2)c1P(=O)(Nc1ccc(Br)cc1)N1CCOCC1 (centres undefined)	-15	1	9	-3	1	0	24	-6	-2
CCN(CC)S(=O)(=O)c1ccc(C)c(NC(=O)COC(=O)CNC(=O)c2ccc(C(C)(C)C)cc2)c1	4	-8	13	8	-9	4	-33	-2	-10
COCCSc1nnc(NC(=O)c2ccc(NC(=O)C(C)C)cc2)s1	2	1	5	0	0	3	22	-10	0
S=C(Nc1ccc(Cl)cc1)NC1CC2CCC(C1)N2Cc1ccccc1 (centres undefined)	2	0	29	9	5	-2	-8	7	0
Cc1ccc(C(=O)CSc2cc(C)nc(SCC(=O)c3ccccc3)n2)cc1	3	2	28	22	-1	2	-17	7	-3
COc1ccc(N=Nc2cc(C)ccc2O)cc1	1	-2	4	0	1	6	20	-3	-4
C=CCOc1ccc(/C=N/NC(=O)C(C)Sc2ccccn2)cc1OCC (centres undefined)	-26[fluorescence artefact?]	-6	8	4	-19	-2	2	-2	-1
Cc1ccc(NC(=O)N2N=C(c3ccc(F)cc3)CC2c2ccc(F)cc2)cc1 (centres undefined)	4	3	-1	-6	-15	-2	3	-5	-4
COC(=O)c1ccc(NC(=S)N2CCCC2)cc1	24	1	1	-4	-5	-1	-38	2	-1
CCCCCCc1cc2cc(C(=O)OCC)c(=O)oc2cc1O	8	84*	-36	-32	-39	9.9*	+	-32	10
O=C(NCC1CCCC(CNC(=O)N2CCc3ccccc32)C1)N1CCc2ccccc21 (centres undefined)	2	4	-15	-4	0	2	1	-4	0
CC(C)NC(=S)NN=C1CCC(c2ccccc2)CC1 (centres undefined)	-19	4	7	-5	-15	2	17	-11	1
CN(C)c1ccc(NC(=S)N2CCN(c3ncc(C(F)(F)F)cc3Cl)CC2)cc1	-1	-2	4	-7	-6	-1	-6	-2	0
COc1ccc(-c2nnc(SCc3cccc(C)c3)n2N)cc1	-11	3	10	1	3	0	0	1	-2
O=C(O)CS(=O)CC(=O)Nc1cccc(C(F)(F)F)c1 (centres undefined)	-11	-9	4	-5	-6	4	-3	5	3
COc1cccc(/C=N/NC(=O)C[n+]2ccccc2)c1OC	5	0	10	8	-12	8	3	-2	1
O=C(CN1CCc2ccccc2C1)Nc1ccccc1N1CCCCCC1	23	0	-6	-7	-24	1	3	-5	6
CC1=NN(c2ccc(C)c(C)c2)C(=O)C1C(c1cccc(O)c1)C1C(=O)N(c2ccc(C)c(C)c2)N=C1C (centres undefined)	10	-3	12	-2	-21	-2	-1	0	-3

Further structures
compound	14-3-3 Bad PPI	Runt-SMMHC FRET	FXIIa inh 1536	FXIa inh	KLK5 inh	Wee1 degr inh	Hck Nef HTS	Thrombin inh	Runt-CBFb FRET
O=C(COC(=O)/C=C/c1ccccc1[N+](=O)[O-])Nc1ccc(OCc2ccccc2)cc1	-17	-10	8	3	-22	1	6	1	-1
COc1nc(C)ccc1-c1noc(-c2ccncc2)n1	1[fluorescence artefact?]	0	-1	-2	7	0	0	4	0
CCOc1ccc(-n2c(SCc3ccc([N+](=O)[O-])cc3)nnc2-c2ccccc2)cc1	-13[fluorescence artefact?]	0	9	6	-16	-2	5	1	0
CN(C1CCCCC1)S(=O)(=O)c1ccc2c(c1)c(=O)c(C(=O)NCCN1CCCC1)cn2C	11	-2	6	0	-1	0	2	-1	0
Cc1ccc(S(=O)(=O)CNC(=S)c2ccc3ccccc3c2)cc1	7	1	14	8	-4	-2	5	3	-4
Cc1cccc(NC(=S)N(CCN(C)C)Cc2cc3cc(C)cc(C)c3[nH]c2=O)c1	-18[fluorescence artefact?]	2	9	2	-21	0	1	-4	4
N=c1sc2ccccc2n1-c1ccccc1	-12[fluorescence artefact?]	14	16	9	-14	4	1	2	3
COC(=O)c1ccc(Cn2cc(C(F)(F)F)ccc2=O)cc1	-5	2	9	-5	-3	0	-16	-8	-1
CC(C)=NOc1nc(N(C)C)nc(N(C)C)n1	10	-3	9	2	-5	4	0	-8	-1
COc1cc2c(=O)n(-c3ccc(C)cc3)c(=O)n(CC(=O)c3ccc4c(c3)OCO4)c2cc1OC	3	1	-2	-5	0	2	-7	-4	0

For reference, three of the compounds above.
compound	14-3-3 Bad PPI	Runt-SMMHC FRET	FXIIa inh 1536	FXIa inh	KLK5 inh	Wee1 degr inh	Hck Nef HTS	Thrombin inh	Runt-CBFb FRET
COC(=O)c1ccc(Cn2cc(C(F)(F)F)ccc2=O)cc1	-5	2	9	-5	-3	0	-16	-8	-1
CC(C)=NOc1nc(N(C)C)nc(N(C)C)n1	10	-3	9	2	-5	4	0	-8	-1
COc1cc2c(=O)n(-c3ccc(C)cc3)c(=O)n(CC(=O)c3ccc4c(c3)OCO4)c2cc1OC	3	1	-2	-5	0	2	-7	-4	0
